Source: PubChem BioAssay
NTMT1 inh – inhibitors of human N-terminal methyltransferase NTMT1; NTMT1 MTase-Glo SAH luminescence, purified enzyme; 59,000 tested, 2.5% active; AID 1645870; Q9BV86; Potency, µM (highest dose often 114 µM), for the others: at the top dose activity change, negative = inhibition, actives largely listed as inhibitors;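 further: potency means the concentration at half of the fitted maximal effect; plate controls were DMSO vehicle for no effect and no enzyme for full effect; nearly all actives have a fitted effect of over 65% in size; many of its hits are not listed in these tables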
p53null 32C tox – kills p53 null cells at the permissive temperature; Potency, µM (titrated, usually from 46.1 µM), inactives show at the highest dose activity change, negative = cytotoxicity, usual class: cytotoxic; H1299-neo p53 null cells, ATP luminescence, 24 h, 32C; 55,000 tested, 0.62% active;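 further: potency means the concentration at half of the fitted maximal effect; 0% = DMSO only and -100% = full killing by 100 µM tamoxifen; nearly all actives have a fitted effect of over 55% in size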
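Cells lacking p53 (H1299-neo) are plated at 600 per well and allowed to settle overnight at 37C. Test compounds (up to 46 uM) are added and held 24 hours at 32C, then ATP is quantified by luminescence.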
B2AR arrestin ag – beta-arrestin recruitment by human beta2-adrenergic receptor ligands. P07550. HTLA Tango cells, beta-arrestin recruitment, luciferase luminescence, 18 h. Potency, µM (highest dose often 46.1 µM), for inactives: at the highest dose activation, hits mostly activators. AID 1347077. 44,000 tested, under 10 active;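 further: potency means the concentration at half of the fitted maximal effect; 0% = DMSO and full agonism = EC100 isoproterenol or metaproterenol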
Target sequence (P07550 whole entry, looked up): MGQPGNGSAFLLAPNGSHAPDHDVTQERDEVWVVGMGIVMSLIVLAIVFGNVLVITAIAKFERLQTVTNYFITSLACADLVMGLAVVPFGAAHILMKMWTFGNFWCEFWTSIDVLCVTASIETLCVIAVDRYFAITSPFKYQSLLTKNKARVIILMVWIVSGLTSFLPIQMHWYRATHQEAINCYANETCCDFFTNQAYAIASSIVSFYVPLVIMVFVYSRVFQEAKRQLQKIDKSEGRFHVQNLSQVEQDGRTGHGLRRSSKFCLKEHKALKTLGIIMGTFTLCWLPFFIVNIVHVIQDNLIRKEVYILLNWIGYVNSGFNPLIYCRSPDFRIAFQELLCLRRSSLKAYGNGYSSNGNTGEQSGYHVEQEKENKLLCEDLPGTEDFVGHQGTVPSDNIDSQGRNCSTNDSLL
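Tango cell line, 1% FBS DMEM; cpd titration up to 46 microM; 18 hr, 37 degrees C, 5% CO2. Luciferin/ATP substrate mix added, 15 min RT, luminescence. %Activity, CRC fitting, curve-class categorization.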
p53null 39C tox – selectivity test: cytotoxicity in p53 null cells, nonpermissive temperature; H1299 p53-null (neo) cells, 39C, ATPlite viability, 24 h; Potency, µM (doses to about 46.1 µM), without a hit: top-dose activity, negative = cell killing, most hits filed as cytotoxic; 55,000 tested, 0.97% active; AID 904;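 further: potency means the concentration at half of the fitted maximal effect; 0% = DMSO only and -100% = full killing by 100 µM tamoxifen; nearly all actives have a fitted effect of over 50% in size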
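Following overnight plating at 37C (600 cells/well), H1299-neo or H1299-p53A138V cells are dosed up to 46 uM. Incubation lasts 24 hr at 39C before ATP detection.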
GALK inh – inhibitors of human galactokinase (GALK) | recombinant GALK, Kinase-Glo ATP luminescence, 1 h | Potency, µM (titrated, usually from 57.5 µM), for inactives: top-dose activity, negative = inhibition, usual class: inhibitors | 44,000 tested, under 10 active;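 further: plate controls were full GALK reaction for no effect and reaction lacking GALK for full effect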
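5 nM GALK; 35 uM ATP; 100 uM D-galactose; 20 mM HEPES pH 8.0, 5 mM MgCl2, 60 mM NaCl, 1 mM DTT, 0.01% BSA; 1 h RT; Kinase-Glo Plus luminescence.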
FH mod – Identification of activators of human fumarate hydratase by quantitative high-throughput screening; Fumarate hydratase, mitochondrial (Homo sapiens), P07954; FH coupled MDH/diaphorase resazurin fluorescence, 15 min; Potency, µM (top dose mostly 79.9 µM), inactives show at the highest dose activity change, negative = inhibition, usual class: inhibitors; 54,000 tested, 0.22% active; AID 1347055, 2019; further: potency means the concentration at half of the fitted maximal effect; on the % scale 0 is the no-effect control and ±100 the full control effect; the screen sought activators but most active calls are inhibition curves; nearly all actives have a fitted effect of over 45% in size
Target sequence (P07954 whole entry, looked up): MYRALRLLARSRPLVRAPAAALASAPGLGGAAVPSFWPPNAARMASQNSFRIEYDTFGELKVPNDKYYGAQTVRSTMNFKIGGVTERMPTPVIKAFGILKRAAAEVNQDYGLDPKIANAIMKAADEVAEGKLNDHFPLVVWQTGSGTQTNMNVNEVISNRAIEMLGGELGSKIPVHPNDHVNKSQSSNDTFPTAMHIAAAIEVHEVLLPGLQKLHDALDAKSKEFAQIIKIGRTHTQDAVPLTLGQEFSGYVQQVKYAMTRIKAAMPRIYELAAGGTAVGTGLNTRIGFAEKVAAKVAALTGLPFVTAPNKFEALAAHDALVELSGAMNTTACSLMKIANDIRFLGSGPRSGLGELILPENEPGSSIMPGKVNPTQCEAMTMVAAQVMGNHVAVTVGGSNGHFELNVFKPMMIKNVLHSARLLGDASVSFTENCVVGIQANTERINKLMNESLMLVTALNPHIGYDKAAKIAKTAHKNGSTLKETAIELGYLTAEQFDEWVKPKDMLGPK
PTAP-TSG101 blk – inhibitors of HIV-1 PTAP binding to human TSG101, validation. Q99816. Fluorescence polarization, FITC-PTAP peptide/Tsg101, 20 min. Potency, µM (highest dose often 115 µM), for inactives: top-dose activity change, negative = inhibition, actives largely listed as inhibitors. 44,000 tested, under 10 active. AID 1347069; further: potency means the concentration at half of the fitted maximal effect; 0% is about no effect
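Steps: Tsg101 binding domain (10 uM final) in HEPES pH 7.5/NaCl/Tween 20/EDTA/TCEP; add compound; add FITC-PTAP peptide (50 nM final); incubate 20 min r.t.; read polarization.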
* marks the source's active call; other numbers are inactive results; ? = inconclusive; / = no result given; [ ] = another dose, or the depositor's remark. The call rests on the fitted dose curve; in most records, active means well fitted curve in the direction sought with a large enough effect; inconclusive means small, poorly fitted or top-dose-only effect, or another doubt; inactive means no such curve, though single readings can be large; an effect the other way counts as inactive or inconclusive. Not all compounds are listed; rates above refer to the full screens.

entry	molecule	FH mod	p53null 39C tox	p53null 32C tox	GALK inh	NTMT1 inh	PTAP-TSG101 blk	B2AR arrestin ag
1	Cc1cc(C)cc(OCC(=O)NCC2(N3CCOCC3)CCCCC2)c1	-25%	-9%	-3%	2%	2%	0%	-3%
2	Cc1cccc(CCNC(=O)c2cc3c(s2)-c2c(C)cccc2OC3)c1	0%	-23%	-6%	-2%	?	-6%	0%
3	CCc1ccccc1NC(=O)CN(Cc1ccccc1)S(=O)(=O)c1ccc(Br)cc1	/	-2%	-3%	2%	/	-3%	-1%
4	COC(=O)c1c(NC(=O)Cc2coc3cc(C)ccc23)sc2c1CCCC2	-16%	15%	-5%	1%	-5%	-4%	0%
5	COc1ccc(C(CC(=O)Nc2ccc(C)c(C)c2)N2Cc3ccccc3C2=O)cc1OC (stereo unspecified)	-1%	7%	-1%	1%	-9%	-10%	1%
6	CCc1nn(CC(=O)NC(C)CC)c(=O)c2cc3occc3n12 (stereo unspecified)	-6%	-7%	-7%	1%	-1%	-3%	-3%
7	CN1C(=O)c2[nH]nc(-c3ccc(F)cc3)c2C1c1cccc(O)c1 (stereo unspecified)	?	-13%	-3%	-2%	-14%	-1%	0%
8	Cc1ccc(Cn2c(CCNC(=O)c3cccc(C)c3)nc3ccccc32)cc1	?	7%	10%	-11%	9%	-3%	-3%
9	CSc1ncc(C(=O)Nc2c(C)cccc2C)c(-c2ccccc2)n1	-3%	-1%	-3%	8%	7%	0%	1%
10	COc1ccc(Cl)cc1NC(=O)c1c(NCc2ccc(C)o2)sc2c1CCCC2	?	28%	18%	2%	?	-5%	?
11	Cc1cccc(NC(=O)c2oc3ccccc3c2NC(=O)c2cc(=O)c3ccc(C)cc3o2)c1	7%	-6%	0%	-2%	-6%	0%	1%
12	Cc1cc(=O)n(Cc2cccc(Cl)c2)c2c1c(C)nn2-c1ccccc1	-14%	0%	0%	-2%	0%	3%	0%
13	Cc1cc(Nc2cccc(O)c2)c2cccc(Br)c2n1	-6%	-12%	-9%	6%	10%	-11%	1%
14	CCCCN1CCc2nc(N3CCN(c4ncccn4)CC3)ncc2C1	-6%	-2%	4%	-2%	9%	-5%	0%
15	Cc1ccc(NC(=O)CSc2nnc3[nH]c(=O)cc(C)n23)cc1Cl	11%	1%	-8%	0%	3%	-1%	0%
16	O=C(OCc1ccccc1Cl)c1ccc(-c2nnn(Cc3ccc(F)cc3)n2)cc1	-15%	17%	-4%[9.22 µM]	7%	9%	-1%	-2%
17	COc1ccc(CCNC(=O)c2c(O)nc3cc(C)ccn3c2=O)cc1OC	-3%	-8%	2%	-3%	10%	2%	1%
18	COc1ccccc1N1CCN(C(c2ccccc2)c2nnc(-c3ccccc3Cl)o2)CC1 (stereo unspecified)	-27%	15%	9%	-2%	3%	-4%	1%
19	C=C(C)Cn1c(SCC(=O)c2ccccc2)nc2sc3c(c2c1=O)CCCC3	-20%	5%	-18%	1%	-1%	3%	0%
20	Cc1cc(C)c(NC(=O)CN2C(=O)CCn3nc(-c4cccn4C)cc32)c(C)c1	0%	?	-4%	-2%	6%	0%	-1%
21	CCOc1ccc(-c2cc(CCCC(=O)NCCc3ccc(Cl)cc3)no2)cc1	-3%	-7%	-6%	-1%	?	0%	1%
22	O=C(COc1ccc(Cl)cc1)Nc1ccc(O)c(-c2nc3ccccc3s2)c1	3%	1%	-11%	1%	5%	-3%	0%
23	COc1cccc(CNS(=O)(=O)c2cc(Br)cc3c2N(C(C)=O)C(C)C3)c1 (stereo unspecified)	-35%	-1%	-1%	6%	?	-1%	0%
24	Cc1ccc(CNc2c(C)c(C)nc3nncn23)cc1	-1%	-21%	-1%	1%	0%	1%	-2%
25	CCOC(=O)c1ccccc1NC(=O)N1CCN2CCCCC2C1 (stereo unspecified)	-7%	5%	-2%	2%	4%	-1%	0%
26	O=C(Nc1ccc(Cl)c(C(F)(F)F)c1)C1CCN(S(=O)(=O)c2cccc3nonc23)CC1	-22%	?	14%	3%	10%	2%	1%
27	CCc1nc2nc(C)c(NS(=O)(=O)c3ccc(C(C)(C)C)cc3)c(=O)n2[nH]1	-8%	-15%	1%	-7%	2%	-3%	-2%
28	COc1cccc(CNC(=O)Cn2c(=O)oc3cc(S(=O)(=O)N4CCC(C)CC4)ccc32)c1	-25%	-7%	21%	9%	-8%	4%	1%
29	Cc1cccc(C)c1NC(=O)CS(=O)(=O)c1nc(-c2ccc(Cl)cc2)cn1-c1ccccc1	?	18%	26%	?	-1%	1%	-1%
30	CC(=O)c1ccc(N2CCN(c3ccc(NC(=O)c4ccc(F)cc4)cc3C(=O)O)CC2)cc1	3%	5%	12%	-2%	?	-14%	-2%

Structural class: the compounds so far with an aryl thioether with sulfur outside any ring (3)
entry	molecule	FH mod	p53null 39C tox	p53null 32C tox	GALK inh	NTMT1 inh	PTAP-TSG101 blk	B2AR arrestin ag
9	CSc1ncc(C(=O)Nc2c(C)cccc2C)c(-c2ccccc2)n1	-3%	-1%	-3%	8%	7%	0%	1%
15	Cc1ccc(NC(=O)CSc2nnc3[nH]c(=O)cc(C)n23)cc1Cl	11%	1%	-8%	0%	3%	-1%	0%
19	C=C(C)Cn1c(SCC(=O)c2ccccc2)nc2sc3c(c2c1=O)CCCC3	-20%	5%	-18%	1%	-1%	3%	0%

Next section.
entry	molecule	FH mod	p53null 39C tox	p53null 32C tox	GALK inh	NTMT1 inh	PTAP-TSG101 blk	B2AR arrestin ag
31	O=C(CC1Sc2ccc(C(F)(F)F)cc2NC1=O)Nc1ccc(Cl)c(C(F)(F)F)c1 (stereo unspecified)	-9%	?	2%	-17%	-20%	-1%	-2%
32	Cc1cccc(C)c1NC(=O)C1CCCN(S(=O)(=O)c2c(C)noc2/C=C/N(C)C)C1 (stereo unspecified)	-3%	6%	?	6%	9%	-5%	0%
33	COc1ccc(CCNC(=O)CCN2N=C(c3ccccc3)CCC2=O)cc1OC	-6%	12%	5%	1%	-6%	-12%	-1%
34	CCOC(=O)C1CCCN(C(=O)Cn2ncc3c(C)n(Cc4ccc(F)cc4)c(C)c3c2=O)C1 (stereo unspecified)	-22%	-14%	11%	1%	?	-2%	-2%
35	CCOC(=O)CC(=O)CSc1nc2ccccc2c(=O)n1CCc1ccc(S(N)(=O)=O)cc1	-10%	8%	5%	3%	5%	-2%	1%
36	CCN(Cc1ccccc1)Cc1c(O)ccc2c(=O)c(-c3ccccc3Cl)c(C(F)(F)F)oc12	-34%	26%	15%	-16%	-1%	-2%	-2%
37	CC(C)CN(CCNC(=O)c1cc(-c2ccc(Cl)s2)nc2ccccc12)CC(C)C	4%	-18%	11%	6%	9%	-3%	1%
38	CCOc1ccc(C(=O)Nc2ccc3nc(Nc4cccc(C(F)(F)F)c4)cc(C)c3c2)cc1OCC	-21%	-4%	-4%	-4%	8%	1%	0%
39	Cc1cc(C)c(NC(=O)c2sc3nc(C)cc(C)c3c2N)c(C)c1	-1%	-2%	22%	?	13%	-12%	0%
40	O=C1CN(C(=O)c2ccc(S(=O)(=O)N3CCCCC3)cc2)C(c2ccc(F)cc2)c2cc(Br)ccc2N1 (stereo unspecified)	-15%	8%	13%	-2%	?	-3%	1%
41	Cc1cccc(S(=O)(=O)c2cn(C)c3cc(N4CCN(c5ccc(F)cc5)CC4)c(F)cc3c2=O)c1	-4%	-5%	-3%	2%	11%	2%	?
42	CC(C)(C)OC(=O)N1CCC(c2c(C(=O)N3CCN(c4ccccc4F)CC3)cnn2-c2ccccc2Cl)CC1	-24%	4%	23%	-1%	1%	-2%	-1%
43	CCCCNc1nc(Oc2ccc(=O)n(C)n2)nc(N2CCOCC2)n1	6%	-20%	-3%	8%	-3%	-2%	-2%
44	COc1cc2c(cc1OC)n(CC(=O)c1ccc(F)cc1)c(=O)n1nc(CCn3nc(C)cc3C)nc21	-9%	6%	-7%	-1%	3%	0%	-3%
45	CCOC(=O)C1CCN(C(c2ccc(C)cc2)c2c(O)cc(C)n(CCOC)c2=O)CC1 (stereo unspecified)	?	25%	0%	-2%	-9%	-1%	4%
46	CCC(=O)N1CCc2cc(CNC(=O)c3ccc(OC)cc3)ccc21	2%	26%	3%	0%	9%	-9%	0%
47	NC(=O)CSc1ncc2c(n1)-c1ccccc1N(Cc1ccc(Cl)cc1)S2(=O)=O	1%	-26%	-2%	2%	-17%	0%	0%
48	CCOC(=O)c1scc(-c2ccc(C)cc2)c1S(=O)(=O)Nc1cccc(CC)c1	-20%	25%	3%	0%	4%	3%	-1%
49	Cc1ccc(-n2ncc3c(N4CCN(Cc5ccccc5)CC4)ncnc32)cc1C	-15%	5%	-17%	-2%	-2%	-1%	-1%
50	CCCCN(CC)CCCNC(=O)c1sc2nc(C)cc(C)c2c1-n1cccc1	-19%	?	6%	-1%	-16%	3%	0%
51	COc1ccc(NC(=O)Cn2c(=O)n(Cc3nc(-c4ccccc4)no3)c(=O)c3cc4c(cc32)OCO4)cc1Cl	-25%	25%	-6%	-2%	-5%	0%	1%
52	CCOc1ccc(C(=O)Nc2ccc(S(=O)(=O)N3CCCCC3c3cccnc3)cc2)cc1 (stereo unspecified)	-25%	-3%	19%	0%	4%	-2%	-1%
53	COc1ccc(-c2nc3ccc(NS(C)(=O)=O)cc3o2)cc1	-3%	-20%	-28%	0%	?	3%	-3%
54	Cc1ccc(-c2cc(C(F)(F)F)n3nc(C(=O)Nc4sc5c(c4C#N)CCC(C)C5)cc3n2)cc1 (stereo unspecified)	-15%	/	/	3%	8%	-2%	0%
55	Cc1ccccc1NC(=O)Cn1nnc(C(=O)NCc2ccco2)c1N	-5%	1%	25%	8%	1%	1%	0%
56	Cc1ccc(S(=O)(=O)c2nnn3c2nc(NCc2cccs2)c2sccc23)cc1C	-13%	4%	1%	0%	5%	-5%	1%
57	CCCCNC(=O)c1c(C)oc2ncn(CC(C)C)c(=O)c12	-10%	3%	0%	2%	-8%	-3%	?
58	CC(C)c1ccc(NC(=O)C2CCCN2S(=O)(=O)c2ccc3nc(-c4ccccc4)[nH]c3c2)cc1 (stereo unspecified)	-24%	-26%	9%	1%	-3%	-8%	6%
59	COc1ccc(S(=O)(=O)NCc2nc3nc(C)cc(C)n3n2)cc1OC	18%	-8%	0%	5%	1%	-5%	-4%
60	O=C(c1ccc(Cl)cc1)N1CCCCC1CCN1CCOCC1 (stereo unspecified)	3%	-20%	0%	-3%	11%	0%	7%
61	CCC(=O)N1CCc2cc(S(=O)(=O)CCC(=O)N3CCN(c4cccc(C)c4C)CC3)ccc21	-2%	5%	-1%	1%	12%	-6%	1%
62	Cc1ccc(NC(=O)Cn2c(=O)ccc3cc(S(=O)(=O)N4CCCC4)ccc32)cc1N(C)C	?	5%	6%	-6%	-3%	-4%	0%
